# NOD1 NF-kB reporter: NOD1 signaling inhibitors, primary screen, cell-based, luminescence, uHTS (AID 1578); NOD1-driven NF-kB luciferase reporter cells, luminescence; higher % means a stronger effect; inhibition, % at 4 µM, or EC50 in µM where a hit was titrated; 290,000 compounds, 1% hits; in the data active = inhibition mostly above about 36%, no sharp cut-off; inactive = mostly below about 34%;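 note: HEK-293T reporter cells stimulated with the NOD1 agonist gamma-tri-DAP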
# KOR beta-arrestin-1: KOR agonists, beta-arrestin recruitment, primary screen, cell-based, luminescence, uHTS (AID 1777) | Kappa-type opioid receptor (Homo sapiens) | 280,000 compounds, 0.02% hits | KOR beta-arrestin recruitment, luminescence; higher % means a stronger effect | activation, % at 10 µM; hits with a dose series show EC50 in µM; in the data active = activation above about 50%, passing the limit was not always enough; note: a part of the inactive calls stands beside numbers as strong as those of hits
# GPR55 activation: GPR55 agonists via beta-arrestin recruitment, primary screen, imaging, U2OS cells, beta-arrestin-GFP redistribution (AID 1961); G-protein coupled receptor 55 (Homo sapiens); U2OS GPR55 beta-arrestin-GFP redistribution imaging; higher % means a stronger effect; activation, % at 10 µM; hits with a dose series show EC50 in µM; 290,000 compounds, 0.048% hits;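 active = activation above 40% with more than 50 cells counted in the well; inconclusive = wells holding fewer than 50 cells, flagged as toxic or sparse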;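 note: U2OS osteosarcoma cells stably expressing GPR55 and beta-arrestin-GFP; plate controls were DMSO negative control for no effect and LPI positive control for full effect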
# NTR1 ag: agonists of NTR1, primary screen, imaging, U2OS cells, beta-arrestin-GFP, high content (AID 493036). NTR1-U2OS beta-arrestin-GFP spot imaging, agonist mode. activation, % at 20 µM. 330,000 compounds, 0.17% hits;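 active = activation at or above 40% of the spot to cytoplasm intensity ratio, with at least 20 cells analyzed; inconclusive = wells under 20 cells, flagged as cytotoxic or low count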;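 note: 0% = DMSO without peptide and 100% = 100 nM NTR1 peptide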
# Target sequence (P30989 whole entry, looked up): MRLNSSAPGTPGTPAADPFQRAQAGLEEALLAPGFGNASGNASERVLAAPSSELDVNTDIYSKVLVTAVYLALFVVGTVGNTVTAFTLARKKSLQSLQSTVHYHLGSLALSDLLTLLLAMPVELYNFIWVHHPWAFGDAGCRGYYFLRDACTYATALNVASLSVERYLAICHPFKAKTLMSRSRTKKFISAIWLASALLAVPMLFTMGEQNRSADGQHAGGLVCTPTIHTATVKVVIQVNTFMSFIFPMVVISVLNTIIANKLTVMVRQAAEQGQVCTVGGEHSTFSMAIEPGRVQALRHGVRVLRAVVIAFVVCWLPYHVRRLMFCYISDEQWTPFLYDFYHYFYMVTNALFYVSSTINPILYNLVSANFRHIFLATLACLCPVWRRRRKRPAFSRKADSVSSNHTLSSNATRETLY
# KOR beta-arrestin-2: KOR antagonists, beta-arrestin recruitment, cell-based, luminescence, uHTS (AID 1778); KOR beta-arrestin recruitment, luminescence, antagonist mode; higher % means a stronger effect; Kappa-type opioid receptor (Homo sapiens); inhibition, % at 10 µM, or IC50 in µM where a hit was titrated; 290,000 compounds, 0.091% hits; note: strong numbers were not always called active
# GPR55 antagonists: GPR55 antagonists blocking LPI-driven arrestin recruitment, primary screen, imaging, U2OS, beta-arrestin-GFP, LPI agonist (AID 2013); G-protein coupled receptor 55 (Homo sapiens); U2OS GPR55 beta-arrestin-GFP translocation imaging, LPI antagonism; higher % means a stronger effect; one-dose inhibition, % at 10 µM; IC50 in µM for titrated hits; 290,000 compounds, 0.13% hits;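 active = spots per cell inhibited over 60%, with over 100 cells counted and total cytoplasm intensity under 500,000; inconclusive = wells with under 100 cells, flagged as likely toxic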;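 note: U2OS cells stably carrying GPR55 and arrestin-GFP stimulated by 5 µM LPI near EC80; imaged beta-arrestin-GFP aggregate spots per cell after agonist stimulation; plate controls were LPI-stimulated DMSO wells for no effect and DMSO wells without LPI for full effect; some results filed as inactive read as strong as hits; confirmed hits need IC50 under 10 µM and bright autofluorescent wells are also inconclusive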
# T cell modulator: modulators of CD8 T cell-vesicle binding, primary screen, mouse 2C CD8+ T cells, flow cytometry; 2C CD8+ T cell-vesicle binding; active compounds read low; 330,000 compounds, 0.068% hits; AID 2052, 2009; calls only at 7 µM;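 active = response, share of CD8 T cells binding vesicles, and their 90th percentile fluorescence all below set limits, cut at about 80% in these data, passing the limit was not always enough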
#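 material = purified 2C TCR transgenic mouse naive CD8+ T cells | controls = Unloaded micro-vesicles (low), QL9 vesicles with 0.7% DMSO (high) | detection = cytometric PE anti-B7-1 and Alexa647 anti-CD8 signals after 1% paraformaldehyde fixation | incubation = binding step 1.5 h, 37 °C, antibody labelling 20 min, ice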
# Myeloid diff 2: induction of myeloid progenitor differentiation, primary screen, cell-based, flow cytometry, MLPCN library; calls only at 10 µM; 360,000 compounds, 1% hits; ER-HoxA9 myeloid progenitors, lysozyme-GFP differentiation;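 active = normalized GFP-positive differentiation at or above the plate's own cutoff, the solvent-only control mean plus 3 SD; inconclusive = no clear call, values can overlap the other calls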;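 note: cells exposed to compound for four days before flow analysis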
# HEK293 NOD2/NF-kB: NOD2 signaling inhibitors, cell-based, luminescence, uHTS, HEK293 (AID 1566) | HEK293 NOD2/NF-kB luciferase reporter, luminescence; higher % means a stronger effect | one-dose inhibition, % at 4 µM; EC50 in µM for titrated hits | 290,000 compounds, 0.63% hits; note: many of its hits are not listed in these tables
# T cell modulator vesicle-bound %: further read-out of T cell modulator, marked with its call; double positive events, %; measured here: CD8+ vesicle-bound cell fraction;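 binding gate set so that unloaded-vesicle control wells show 10% double positive cells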
# NTR1 ag cell count 20 µM: recorded beside NTR1 ag, whose call it bears; cell count; measured here: cell count, cytotoxicity flag
# Myeloid diff 2 GFP+ MAC1+ %: further read-out of Myeloid diff 2, marked with its call; GFP+ MAC1+ double positive, %; measured here: differentiation confirmed by MAC1 staining
# Starred values were filed as active, the others as inactive; i = inactive; ? = inconclusive; nt = no result given; [ ] = dose if it differs, or a comment. Cut-off read from the data, not from the text of the source, unless noted: active = inhibition above about 50%; inactive = the rest. This is a subset; rates above refer to the full screens.
(1) Cc1ccc(C)c(NC(=O)C(CC(=O)O)C2CCCO2)c1 (configuration not stated)
(2) COc1ccccc1CNC(=O)c1c(O)c2cc(OC)c(OC)cc2[nH]c1=O
(3) CCOc1ccc(NC(=O)Nc2nnc(CC)s2)cc1
(4) CC(NC(=O)CN1CCOCC1)c1ccccc1 (configuration not stated)
(5) CC(=O)Nc1ccc(NC(=O)CSc2nnc(NC(=O)c3ccc(Br)o3)s2)cc1
(6) CC(=O)NS(=O)(=O)c1ccc(NS(=O)(=O)c2ccc(F)cc2)cc1
(7) CCOC(=O)c1cc(C(=O)OCC)c2ccccn2c1=O
(8) OC(COc1ccccc1)Cn1cc(Br)cn1 (configuration not stated)

entry no.,1,2,3,4,5,6,7,8
NOD1 NF-kB reporter,-11%,-19%,-24%,0%,9%,9%,-6%,-10%
KOR beta-arrestin-1,-1.8%,-3.1%,-4.1%,-0.8%,0.6%,0.7%,-1.1%,3.3%
GPR55 activation,-0.2%,-0.2%,-0.1%,0.3%,-0.1%,0.8%,-0.4%,0.8%
NTR1 ag,-0.7,1.8,2.8,2.1,-0.7,0.1,2.0,0.5
NTR1 ag cell count 20 µM,55,48,47,65,59,39,63,32
KOR beta-arrestin-2,-22%[20 µM],-6%,33%,9%,-4%,-1%,14%,-36%
GPR55 antagonists,2%,3%,-9%,12%,-4%,-2%,5%,11%
T cell modulator,i,i,i,i,i,i,i,i
T cell modulator vesicle-bound %,65,13,59,61,28,24,23,26
Myeloid diff 2,i,i,i,i,i,i,i,i
Myeloid diff 2 GFP+ MAC1+ %,0.2,4.0,1.3,0.7,7.8,1.7,0.6,1.1
HEK293 NOD2/NF-kB,4%,-3%,-22%,11%,4%,-2%,11%,-15%

(9) O=C1CCC([N+](=O)[O-])C(c2ccc(Cl)cc2)N1 (configuration not stated)
(10) O=C(CS(=O)(=O)c1ccc(F)cc1)N1CCOCC1
(11) O=C(NCSc1ccnc(SCNC(=O)c2ccc(F)cc2)n1)c1ccc(F)cc1
(12) CCOc1ccc(C(=O)Nc2c3c(nn2-c2cccc(Cl)c2)CS(=O)C3)cc1 (configuration not stated)
(13) CC(=O)Nc1c(C(=O)NCc2ccccc2)nnn1Cc1ccccc1
(14) CC(=O)c1cccc(NC(=S)NC(=O)CC(C)C)c1
(15) OC(COc1ccccc1)CN1CCN(Cc2ccc3c(c2)OCO3)CC1 (configuration not stated)
(16) C/C(=N/NC(=O)CN1CCN(S(=O)(=O)c2ccc(Br)cc2)CC1)c1cccnc1

entry no.,9,10,11,12,13,14,15,16
NOD1 NF-kB reporter,-15%,-33%,-15%,-4%,-20%,-1%,27%,-22%
KOR beta-arrestin-1,3.0%,-3.8%,-3.4%,3.9%,1.1%,-2.6%,0.8%,0.2%
GPR55 activation,0.3%,-0.1%,-0.3%,0.5%,-0.2%,-0.1%,-0.1%,6.9%
NTR1 ag,0.8,0.7,-0.3,-1.4,-1.0,0.9,1.3,2.3
NTR1 ag cell count 20 µM,48,43,85,71,58,61,31,37
KOR beta-arrestin-2,-24%,14%,-15%,23%,-7%,-15%,-70%[20 µM],-12%
GPR55 antagonists,-4%,12%,1%,-2%,28%,7%,-2%,6%
T cell modulator,i,i,i,i,i,i,i,i
T cell modulator vesicle-bound %,28,5,25,11,18,11,56,45
Myeloid diff 2,i,i,i,i,i,i,i,i
Myeloid diff 2 GFP+ MAC1+ %,0.8,0.7,0.7,0.6,0.3,0.8,0.1,0.1
HEK293 NOD2/NF-kB,-26%,7%,8%,20%,3%,13%,-9%,7%

(17) O=C(N/N=C/c1ccco1)c1ccc(NC(=O)C2CCCCC2)cc1
(18) N#Cc1ccc(N2CCCNCC2)nc1
(19) O=C(CSc1nc2ccccc2c(=O)n1NC(=O)Cc1ccccc1)NCc1ccccc1
(20) COc1cc(C)nc(Oc2ccc(OCCOc3ccc(C)cc3)nn2)n1
(21) CCOC(=O)c1c(-c2ccc(OC)cc2)csc1NC(=O)CCN1CCOCC1
(22) COc1cc(NC(=O)CSc2nnc(-c3ccncc3)o2)cc(OC)c1OC
(23) Cc1cc(C)n(NC(=S)NC2CCCC2)c(=O)c1C#N
(24) CCOC(=O)c1sc(N2C(=O)C(O)=C(C(=O)c3ccc(C)o3)C2c2ccc(OC)c(OC)c2)nc1C (configuration not stated)

entry no.,17,18,19,20,21,22,23,24
NOD1 NF-kB reporter,-23%,3%,0%,10%,28%,-28%,-10%,5%
KOR beta-arrestin-1,-0.2%,2.1%,-5.7%,-0.9%,0.2%,-5.6%,3.3%,0.7%
GPR55 activation,-0.1%,-0.1%,-0.1%,0.0%,-0.2%,-0.1%,-0.1%,-0.2%
NTR1 ag,0.1,1.9,3.0,-0.5,5.8,0.9,0.6,-0.7
NTR1 ag cell count 20 µM,72,89,109,40,49,64,43,58
KOR beta-arrestin-2,8%,19%,-9%,35%,8%,22%,26%,-20%
GPR55 antagonists,3%,11%,6%,-11%,16%,15%,4%,3%
T cell modulator,i,i,i,i,i,i,i,i
T cell modulator vesicle-bound %,30,19,36,8,39,69,20,46
Myeloid diff 2,i,i,i,i,i,i,i,i
Myeloid diff 2 GFP+ MAC1+ %,0.6,0.8,2.5,0.7,0.1,0.9,0.5,0.9
HEK293 NOD2/NF-kB,6%,6%,7%,21%,8%,1%,7%,13%

(25) CC(=O)N(Cc1ccc(F)cc1)Cc1nc2ccccc2c(=O)[nH]1
(26) Cc1ccc(N2C(=O)C(Cl)=C(Nc3c(C)n(C)n(-c4ccccc4)c3=O)C2=O)cc1
(27) CCCCNC(=O)c1sc(=S)n2c1[nH]c(=O)c1ccc(C(=O)NCCc3ccc(OC)c(OC)c3)cc12
(28) Cc1cc2oc(C(=O)Nc3nonc3C)c(C)c2cc1Cl
(29) CCCn1c(SCC(=O)N2CCN(C(=O)c3ccco3)CC2)nc2ccccc2c1=O
(30) CCOc1ccc(CNC(=O)CCCn2nc(C)c3c(C)n(-c4ccc(C)cc4)nc3c2=O)cc1
(31) CCOc1ncccc1C(=O)OCC(=O)Nc1ccc2c(c1)OCO2
(32) Cc1csc(CNC(=O)C2CCC(=O)N(CCc3cccc(F)c3)C2)n1 (configuration not stated)

entry no.,25,26,27,28,29,30,31,32
NOD1 NF-kB reporter,-27%,13%,-4%,-57%,-17%,-29%,-33%,-7%
KOR beta-arrestin-1,nt,-5.6%,-1.8%,-3.2%,0.8%,1.8%,1.3%,-1.7%
GPR55 activation,0.2%,0.9%,0.3%,-0.2%,0.3%,-0.2%,0.1%,-0.1%
NTR1 ag,1.2,0.1,5.4,0.0,0.8,0.8,-0.6,-0.8
NTR1 ag cell count 20 µM,44,49,48,79,47,63,87,68
KOR beta-arrestin-2,-4%[20 µM],23%,-30%,-1%,-24%,8%,-5%,22%
GPR55 antagonists,11%,8%,-14%,6%,-2%,11%,-2%,5%
T cell modulator,i,i,i,i,i,i,i,i
T cell modulator vesicle-bound %,51,4,23,44,35,40,60,67
Myeloid diff 2,i,i,?,i,i,i,i,i
Myeloid diff 2 GFP+ MAC1+ %,0.2,0.4,nt,1.6,0.4,0.0,0.2,0.9
HEK293 NOD2/NF-kB,-5%,22%,36%,-42%,30%,16%,-7%,12%

# Some values from the results shown.
# For GPR55 activation, `CCOc1ccc(CNC(=O)CCCn2nc(C)c3c(C)n(-c4ccc(C)cc4)nc3c2=O)cc1` is listed with -0.2%
# For NTR1 ag cell count 20 µM, `Cc1cc2oc(C(=O)Nc3nonc3C)c(C)c2cc1Cl` is listed with 79
# For KOR beta-arrestin-2, `CCCn1c(SCC(=O)N2CCN(C(=O)c3ccco3)CC2)nc2ccccc2c1=O` is listed with -24%

# The listing continues:
(33) CCCCC(=O)NNC(=S)NC(=O)CCC
(34) Cc1cc(=O)oc(C)c1C(=O)NC12CC3CC(CC(C3)C1)C2
(35) COc1ccc(-c2n[nH]c(=S)n2-c2ccc(C)cc2)cc1OC
(36) CCC(=O)Nc1cccc(C2=NOC3(C2)C[C@@H](C(N)=O)N(C(=O)c2cc([N+](=O)[O-])cc([N+](=O)[O-])c2)C3)c1 (some centres not stated)
(37) O=C(/C=C/c1ccc(Cl)cc1)N1CCN(c2ccc([N+](=O)[O-])c(N3CCOCC3)c2)CC1
(38) Brc1cccc(-c2nc(-c3ccncc3)no2)c1
(39) O=C(NCC(c1cccs1)N1CCOCC1)c1ccc([N+](=O)[O-])cc1 (configuration not stated)
(40) CCCC(=O)N1CCN(c2nnc(-c3ccccc3)c3ccccc23)CC1
(41) CCOc1ccc(Br)cc1C(=S)N1CCCC1
(42) Cc1ccc(-n2ncc3c2CC(C)(C)CC3NC(=O)CCc2cccnc2)cc1 (configuration not stated)
(43) COc1cc(CC(=O)Nc2ccc(S(=O)(=O)Nc3ncccn3)cc2)cc(OC)c1OC

entry no.,33,34,35,36,37,38,39,40,41,42,43
NOD1 NF-kB reporter,-26%,22%,-25%,0%,-1%,-64%,-1%,-30%,2%,-26%,-2%
KOR beta-arrestin-1,-1.6%,2.0%,-0.5%,2.4%,7.4%,-5.0%,-1.3%,-0.5%,4.7%,-0.7%,-1.1%
GPR55 activation,-0.2%,-0.3%,-0.1%,-0.1%,0.6%,0.3%,2.7%,-0.2%,1.9%,-0.1%,-0.1%
NTR1 ag,-2.3,-1.7,1.7,5.5,nt,-0.2,2.2,0.3,-0.9,0.9,-0.9
NTR1 ag cell count 20 µM,86,35,56,35,nt,55,70,54,73,42,96
KOR beta-arrestin-2,-22%,-17%,-5%,27%,-2%,1%,-3%,24%[20 µM],-18%[20 µM],-13%,19%
GPR55 antagonists,-2%,2%,2%,-6%,-7%,1%,2%,-19%,6%,1%,14%
T cell modulator,i,i,i,i,i,i,i,i,i,i,i
T cell modulator vesicle-bound %,54,38,60,32,34,15,45,53,56,50,59
Myeloid diff 2,i,i,i,i,?,i,i,i,i,i,i
Myeloid diff 2 GFP+ MAC1+ %,1.2,0.9,1.0,0.5,nt,1.1,0.4,0.5,0.9,0.9,0.6
HEK293 NOD2/NF-kB,12%,19%,0%,14%,12%,-63%,1%,20%,11%,7%,-2%
